HT1080 viability: cytotoxicity in HT1080 fibrosarcoma cells, cell-based, fluorescence readout (AID 620); 0.42% of 87,000 active; HT1080 viability, fluorescence; higher % means a stronger effect; cytotoxicity, % at 10 µM; hits with a dose series show EC50 in µM;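 note: cells exposed to compound overnight then 4 h with Alamar Blue; 0% = vehicle DMSO and 100% = killing control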
HPDE-C7 cytotoxicity: cytotoxicity in HPDE-C7 cells, cell-based, fluorescence, HTS (AID 430); HPDE-C7 pancreatic duct cells viability, fluorescence; higher % means a stronger effect; one-dose cytotoxicity, % at 10 µM; EC50 in µM for titrated hits; 1.8% of 63,000 active;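 note: cells exposed to compound for 48 hours before viability readout; 0% = vehicle and 100% = reference cytotoxic drug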
LYP phosphatase: LYP phosphatase inhibitors, primary screen, biochemical, DiFMUP fluorescence, recombinant catalytic domain, 10 µM (AID 606) | recombinant LYP catalytic domain, DiFMUP fluorescence; higher % means a stronger effect | inhibition, % at 10 µM, or IC50 in µM where a hit was titrated | 52,000 tested, under 10 active;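 active = IC50 under 40 µM in the dose-response test; inactive = IC50 of 40 µM or more, or never dose-tested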
DPM-DC inhibit: S. pneumoniae DPM-DC inhibitors, primary screen, biochemical, PK/LDH-coupled NADH fluorescence; 0.49% of 65,000 active; calls only at 10 µM; purified DPM-DC; diphosphomevalonate decarboxylase (Streptococcus pneumoniae D39); AID 556, 2006;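 active = the 320 compounds with the highest percent inhibition in the single-dose primary screen, excluding strongly autofluorescent ones, cut at about 32% in these data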;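 note: kinetic rate of NADH fluorescence loss reporting ADP formed by the decarboxylase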
Spn MK inh: S. pneumoniae MK inhibitors, primary screen, biochemical, PK/LDH-coupled NADH absorbance; mevalonate kinase [Streptococcus pneumoniae D39]; purified MK, PK/LDH-coupled NADH absorbance 340 nm; 0.48% of 65,000 active; inhibition, % at 10 µM; AID 555, 2006;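 active = ranked among the strongest by inhibition in the single 10 µM screen, a fixed top-ranked set picked for dose follow-up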; note: no value below 0 was filed
HPDE-C7K KRASV12: cytotoxicity in KRAS-transformed pancreatic duct cells, primary screen, cell-based, fluorescence, HTS (AID 431) | HPDE-C7K KRASV12 cells, Alamar Blue viability, 48 h; higher % means a stronger effect | cytotoxicity, % at 10 µM; hits with a dose series show EC50 in µM | 1.7% of 63,000 active;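 active = compounds whose percent cytotoxicity in the single-dose primary screen, scaled between solvent and toxic-drug controls, exceeds 50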;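 note: 0% = DMSO solvent wells and 100% = doxorubicin-treated wells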
Alkaline phosphatase: human TNAP enzyme inhibitors, biochemical, luminescent (AID 518) | purified TNAP enzyme, luminescent substrate readout; higher % means a stronger effect | inhibition, % at 20 µM, or IC50 in µM where a hit was titrated | 0.09% of 64,000 active | Alkaline phosphatase, tissue-nonspecific isozyme (Homo sapiens); in the data active = a potency from the dose series; inactive = the rest, 99 in 100 with inhibition below about 22%;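 note: plate controls were vehicle for no effect and reference inhibitor for full effect; many of its hits are not listed in these tables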
Bfl-1 inhibitors: Bfl-1 inhibitors, primary screen, biochemical, fluorescence polarization, FITC-Bid, mouse (AID 432); 0.02% of 64,000 active; FITC-Bid BH3 peptide fluorescence polarization displacement; higher % means a stronger effect; one-dose displacement, % at 20 µM; IC50 in µM for titrated hits; in the data active = a potency from the dose series; inactive = the rest, 99 in 100 with displacement below about 15%; note: strong numbers were not always called active
Spn PMK inh: S. pneumoniae PMK inhibitors, primary screen, biochemical, mevalonate pathway, pilot trial included | phosphomevalonate kinase (Streptococcus pneumoniae D39) | purified PMK, PK/LDH-coupled NADH absorbance 340 nm | inhibition, % at 10 µM | 0.49% of 65,000 active | AID 539, 2006;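 active = top-ranked compounds by inhibition in the single 10 µM screen, taking a fixed number of the strongest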;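 note: 0% = full reaction with DMSO carrier and 100% = background rate without enzyme reaction; no value below 0 was filed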
Spn PMK inh pilot replicates: recorded beside Spn PMK inh, whose call it bears; inhibition, %; measured here: pilot screen replicates
Spn MK inh pilot replicates: recorded beside Spn MK inh, whose call it bears; inhibition, %; measured here: pilot screen replicates
DPM-DC inhibit pilot screen %: further read-out of DPM-DC inhibit, marked with its call; inhibition, %; measured here: pilot screen trials
* marks the source's active call; other numbers are inactive results; i = inactive; / = not tested or not shown. Cut-off read from the data, not from the text of the source, unless noted: active = cytotoxicity above about 50%; inactive = the rest.

SMILES	HT1080 viability	HPDE-C7 cytotoxicity	LYP phosphatase	DPM-DC inhibit	Spn MK inh	HPDE-C7K KRASV12	Alkaline phosphatase	Bfl-1 inhibitors	Spn PMK inh	others
Cc1c(Br)cc(C(=O)NCc2ccco2)c(C)c1C	10%	/	-1%	i	8	/	13%	-1%	9
Cn1c(CCN2CCN(c3ccc(F)cc3)CC2)nc2cc(NC(=O)c3ccco3)ccc21	-3%	-31%	17%	i	6	-17%	9%	-8%	9
COc1ccc2[nH]c(=O)c(CN(CCO)S(=O)(=O)c3ccc4c(c3)OCCO4)cc2c1	6%	4%	4%	i	10	14%	23%	-1%	1	Spn PMK inh pilot replicates=0.0;Spn MK inh pilot replicates=0.0;DPM-DC inhibit pilot screen %=12
COc1ccccc1CNC(=O)CCN1C(=O)COc2ccc(C)cc21	-8%	-8%	/	i	5	-2%	3%	-3%	3
Cc1ccc(-c2noc(CCC(=O)NC3CCCc4ccccc43)n2)cc1 (stereo unspecified)	2%	-8%	-5%	i	0	-3%	6%	0%	11	Spn PMK inh pilot replicates=4.0;Spn MK inh pilot replicates=0.0;DPM-DC inhibit pilot screen %=0.0
Cc1cccc(NC(=O)c2cc(NC(=O)c3ccco3)ccc2N2CCCCC2)c1	-6%	-9%	-8%	/	6	5%	12%	-8%	12	Spn PMK inh pilot replicates=0.0;Spn MK inh pilot replicates=0.0
Cc1cc(C)cc(Nc2ccc(C(=O)O)cc2N)c1	-4%	/	14%	i	6	/	/	/	17
Cn1c(=O)c2c(nc(CN3CCC(C(N)=O)CC3)n2Cc2c(Cl)cccc2Cl)n(C)c1=O	35%	-5%	-1%	i	11	-1%	9%	-6%	5
COCCN(CCOC)S(=O)(=O)c1ccc(C(=O)NCCCN2CCOCC2)cc1	-3%	0%	18%	i	0	11%	2%	30%	17
CCCC(C(=O)NCc1ccc(OC)cc1)N(Cc1ccco1)C(=O)c1snc(C(N)=O)c1N (stereo unspecified)	-3%	-1%	0%	i	18	-4%	6%	-11%	15
CCn1cc(C2=NC(C(C)C)CO2)c2ccccc21 (stereo unspecified)	3%	-12%	/	i	2	-6%	11%	2%	6
CSc1nnc2c(n1)[nH]c1c(C)cccc12	6%	-10%	/	i	6	-7%	10%	4%	0
S=c1[nH]c2ncccc2o1	-4%	28%	/	i	5	21%	10%	-3%	6
COc1cccc(C2c3c(oc4ccc(Cl)cc4c3=O)C(=O)N2c2cc(C)on2)c1OC (stereo unspecified)	13%	5%	16%	i	1	39%	4%	-3%	10
COc1ccccc1CN(Cc1cc2cc(C)cc(C)c2[nH]c1=O)Cc1nnnn1CC1CCCO1 (stereo unspecified)	0%	4%	/	i	0	8%	12%	-5%	26*
Cc1c(/C(O)=C2/C(=O)C(=O)N(CCN3CCOCC3)C2c2ccco2)cnn1-c1ccccc1 (stereo unspecified)	15%	-15%	2%	i	20	-4%	5%	-2%	15
O=C1CCCCCN1CP(=O)(O)CCc1ccccc1	25%	-13%	-1%	i	2	-9%	19%	-9%	10
CCC(C)NC(=O)CCS(=O)(=O)c1ccc2c(c1)n(C)c(=O)c(=O)n2C (stereo unspecified)	-5%	0%	11%	i	4	1%	8%	1%	5
CCCNC(=O)Cc1ncn[nH]1	-10%	-5%	0%	i	1	4%	10%	-3%	11
CC(=O)N1CCCc2cc(S(=O)(=O)N3CCN(c4ccccn4)CC3)ccc21	-1%	1%	/	i	1	-3%	11%	1%	0

Ordered by count of non-hydrogen atoms (ascending): 11 of the compounds above
SMILES	HT1080 viability	HPDE-C7 cytotoxicity	LYP phosphatase	DPM-DC inhibit	Spn MK inh	HPDE-C7K KRASV12	Alkaline phosphatase	Bfl-1 inhibitors	Spn PMK inh	others
S=c1[nH]c2ncccc2o1	-4%	28%	/	i	5	21%	10%	-3%	6
CCCNC(=O)Cc1ncn[nH]1	-10%	-5%	0%	i	1	4%	10%	-3%	11
CSc1nnc2c(n1)[nH]c1c(C)cccc12	6%	-10%	/	i	6	-7%	10%	4%	0
CCn1cc(C2=NC(C(C)C)CO2)c2ccccc21 (stereo unspecified)	3%	-12%	/	i	2	-6%	11%	2%	6
O=C1CCCCCN1CP(=O)(O)CCc1ccccc1	25%	-13%	-1%	i	2	-9%	19%	-9%	10
CCC(C)NC(=O)CCS(=O)(=O)c1ccc2c(c1)n(C)c(=O)c(=O)n2C (stereo unspecified)	-5%	0%	11%	i	4	1%	8%	1%	5
CC(=O)N1CCCc2cc(S(=O)(=O)N3CCN(c4ccccn4)CC3)ccc21	-1%	1%	/	i	1	-3%	11%	1%	0
COCCN(CCOC)S(=O)(=O)c1ccc(C(=O)NCCCN2CCOCC2)cc1	-3%	0%	18%	i	0	11%	2%	30%	17
Cn1c(=O)c2c(nc(CN3CCC(C(N)=O)CC3)n2Cc2c(Cl)cccc2Cl)n(C)c1=O	35%	-5%	-1%	i	11	-1%	9%	-6%	5
CCCC(C(=O)NCc1ccc(OC)cc1)N(Cc1ccco1)C(=O)c1snc(C(N)=O)c1N (stereo unspecified)	-3%	-1%	0%	i	18	-4%	6%	-11%	15
COc1ccccc1CN(Cc1cc2cc(C)cc(C)c2[nH]c1=O)Cc1nnnn1CC1CCCO1 (stereo unspecified)	0%	4%	/	i	0	8%	12%	-5%	26*

Going on with the list:
SMILES	HT1080 viability	HPDE-C7 cytotoxicity	LYP phosphatase	DPM-DC inhibit	Spn MK inh	HPDE-C7K KRASV12	Alkaline phosphatase	Bfl-1 inhibitors	Spn PMK inh	others
Cc1sc(CO)c(Sc2ccccc2)c1C(=O)O	1%	-4%	-1%	i	6	-5%	18%	3%	10
CCC(=O)Nc1ccc(-c2nnc(SCC(=O)Nc3nccs3)n2C)cc1	-5%	-6%	9%	i	5	-9%	4%	-9%	8
COc1ccccc1Nc1nc(C)cc(=O)[nH]1	-2%	-2%	6%	i	3	-5%	1%	-5%	0
COC(F)(C(=O)Nc1ccc2c(c1)C(=O)NC2=O)C(F)(F)F (stereo unspecified)	0%	-6%	/	i	6	-15%	7%	5%	12
CN1CCc2c(sc3c2C(=O)NC(c2ccccn2)N3)C1 (stereo unspecified)	0%	/	/	i	3	/	21%	40%	15
O=C(CN1CCOCC1)NC1CC2CCC1C2 (stereo unspecified)	9%	-14%	-10%	i	9	-1%	-7%	5%	2
Cc1cc(=O)oc2cc(OCC(=O)OCC(=O)N3CCc4ccccc43)ccc12	13%	-9%	4%	i	1	6%	10%	-6%	15	Spn PMK inh pilot replicates=4.5;Spn MK inh pilot replicates=0.0;DPM-DC inhibit pilot screen %=8.0
CC1CCCCC1NC(=O)CCCc1nc2ccccc2c(=O)[nH]1 (stereo unspecified)	4%	-9%	7%	i	2	13%	14%	2%	17	Spn PMK inh pilot replicates=0.5;Spn MK inh pilot replicates=3.0;DPM-DC inhibit pilot screen %=4.0
O=C(c1cccs1)N1CCN(Cc2ccc3c(c2)OCO3)CC1	-1%	-12%	2%	i	5	-1%	2%	-7%	3
Cc1ccc(-c2noc(CSc3nnnn3-c3ccccc3)n2)cc1	0%	2%	-27%	i	6	5%	14%	18%	0
COc1cc(Cl)c(C)cc1NC(=O)CSc1nnc(-c2ccccn2)n1Cc1ccco1	-2%	9%	/	i	13	-5%	7%	-5%	18
COc1ccc2c(CC(=O)NCc3ccc4c(c3)OCO4)coc2c1	-4%	-2%	13%	i	0	-3%	7%	-5%	4
CCCCSc1nnc(-c2ccc(C)cc2)o1	14%	4%	-3%	i	7	-7%	13%	-2%	5
O=C(O)C1CC=CCC1C(=O)Nc1ccccc1Cl (stereo unspecified)	-3%	-4%	17%	i	3	-7%	10%	0%	11
CCOC(=O)N1CCC(N(C(=O)Nc2ccc(CC)cc2)C(C)CC)CC1 (stereo unspecified)	0%	1%	/	i	0	-11%	0%	1%	12
CCOC(NC(=O)c1ccccc1)C(NC(=O)c1ccccc1)OCC (stereo unspecified)	-4%	-4%	2%	i	4	1%	10%	6%	6
O=C(CCc1nc2ccccc2s1)N1CCN(S(=O)(=O)c2cccs2)CC1	2%	-1%	/	i	6	0%	0%	-7%	6
Cc1ccc(N2C(N)=C(C#N)C(c3cccnc3)C3=C2CC(C)(C)CC3=O)cc1 (stereo unspecified)	13%	5%	18%	i	9	2%	17%	0%	3
CCC1CCCCN1CCCNC(=O)CNC(=O)Cn1ccc2ccccc2c1=O (stereo unspecified)	6%	-12%	2%	i	8	-10%	8%	-8%	8
COc1cccc(N=Cc2ccc(O)cc2O)c1	14%	-6%	-10%	i	1	42%	14%	-15%	0
COC(=O)CC1NCCNC1=O (stereo unspecified)	1%	2%	12%	i	9	6%	5%	-2%	10
O=C(NC1CCS(=O)(=O)C1)c1cn(-c2ccccc2)nc1-c1ccccc1 (stereo unspecified)	-13%	60%*	18%	i	1	-7%	9%	-9%	14
COc1ccc(-c2noc(CN3CCOCC3)n2)cc1OC	8%	-4%	17%	i	0	12%	5%	-8%	5
Cn1c(=O)c(C(=O)NC2CCCCCCC2)c(O)c2ccccc21	1%	10%	9%	i	9	14%	9%	2%	0
CC1=C(C(=O)OC2CCCCC2)C(c2cccnc2)n2nnnc2N1 (stereo unspecified)	/	-17%	12%	i	4	-18%	6%	-10%	4
COc1ccc(CN(C(=O)CNC(=O)c2ccco2)C(C(=O)NC2CCCC2)c2ccco2)cc1 (stereo unspecified)	-5%	-5%	0%	i	0	13%	15%	4%	6	Spn PMK inh pilot replicates=1.0;Spn MK inh pilot replicates=4.5;DPM-DC inhibit pilot screen %=0.0
COCCOC(=O)C(C#N)c1nc2ccccc2nc1N1CCN(Cc2ccccc2)CC1 (stereo unspecified)	-3%	9%	10%	i	12	31%	20%	-5%	16
O=S(=O)(NCCSc1nnnn1-c1ccccc1)c1cccs1	4%	-14%	12%	i	4	-9%	10%	-4%	10
CC(C)c1nc2oc3c(NCC4CCCO4)ncnc3c2c2c1CCC2 (stereo unspecified)	-9%	114%*	14%	i	4	25%	-1%	-10%	12

Compound activity as filed in PubChem BioAssay.
